Bioassay records deposited in PubChem BioAssay by National Center for Advancing Translational Sciences (NCATS).
KDM4E inh: qHTS Assay for Inhibitors of Human Jumonji Domain Containing 2E (JMJD2E) | Lysine-specific demethylase 4E (Homo sapiens), B2RXH2 | JMJD2E catalytic domain, FDH-coupled NADH fluorescence (FDH is formaldehyde dehydrogenase) | Potency, µM (titrated, usually from 57.1 µM), inactives show at the top dose activity change, negative = inhibition, actives largely listed as inhibitors | 1.6% of 230,000 active | AID 2147, 2009; active means well fitted inhibition curve with a large enough effect, not every such curve was filed as active; inconclusive means small, poorly fitted or top-dose-only effect, or another doubt; inactive means no such curve, though single readings can be large or run the other way;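 further: 0% = wells with enzyme and -100% = buffer wells without enzyme; nearly all actives have a fitted effect of over 50% in size; many of its hits are not listed in these tables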
Target sequence (B2RXH2 1-337 limits assumed): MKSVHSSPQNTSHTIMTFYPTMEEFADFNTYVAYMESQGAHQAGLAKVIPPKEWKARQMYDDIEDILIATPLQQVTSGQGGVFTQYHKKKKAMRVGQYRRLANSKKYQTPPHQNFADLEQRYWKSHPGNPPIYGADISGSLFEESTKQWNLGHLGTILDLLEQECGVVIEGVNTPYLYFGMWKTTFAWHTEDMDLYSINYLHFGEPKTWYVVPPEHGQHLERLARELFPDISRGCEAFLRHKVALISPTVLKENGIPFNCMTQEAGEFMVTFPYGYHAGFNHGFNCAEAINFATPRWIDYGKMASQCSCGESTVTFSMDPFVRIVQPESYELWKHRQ
RECQ1 helicase: qHTS Assay for Inhibitors of RecQ-Like Dna Helicase 1 (RECQ1). ATP-dependent DNA helicase Q1 (Homo sapiens), P46063. RECQ1 DNA unwinding, red fluorescence kinetic read. Potency, µM (top dose mostly 57.3 µM), for inactives: at the highest dose activity, negative = inhibition, hits mostly inhibitors. 0.54% of 240,000 active;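 further: plate controls were vehicle for no effect and no enzyme for full effect; nearly all actives have a fitted effect of over 30% in size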
Target sequence (P46063 whole entry, looked up): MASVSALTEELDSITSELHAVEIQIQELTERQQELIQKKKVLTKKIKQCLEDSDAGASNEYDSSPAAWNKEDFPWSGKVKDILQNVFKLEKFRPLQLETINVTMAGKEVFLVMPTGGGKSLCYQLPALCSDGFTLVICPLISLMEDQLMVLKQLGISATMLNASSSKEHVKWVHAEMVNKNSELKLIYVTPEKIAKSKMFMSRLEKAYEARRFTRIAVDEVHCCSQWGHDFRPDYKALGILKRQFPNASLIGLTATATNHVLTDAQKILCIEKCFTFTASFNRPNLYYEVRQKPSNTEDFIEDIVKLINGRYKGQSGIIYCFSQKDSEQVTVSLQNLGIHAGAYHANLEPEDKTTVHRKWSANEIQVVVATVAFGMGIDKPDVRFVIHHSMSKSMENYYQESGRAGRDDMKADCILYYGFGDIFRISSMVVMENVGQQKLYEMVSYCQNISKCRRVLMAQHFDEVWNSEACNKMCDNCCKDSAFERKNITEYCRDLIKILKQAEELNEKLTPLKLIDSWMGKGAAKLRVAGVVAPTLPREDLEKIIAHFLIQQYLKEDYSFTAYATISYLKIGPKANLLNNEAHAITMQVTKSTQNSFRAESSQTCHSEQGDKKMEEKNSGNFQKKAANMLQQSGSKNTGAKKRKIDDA
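RECQ1T1 50 nM; forked duplex (20 bp + 30-nt ss tails) 200 nM, ATP 2 mM final; pH 8.0, 2 mM MgCl2, 2.5 ug/ml poly(dI-dC); 15 min compound preincubation; discontinuous kinetic read over 2 h at RT.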
SMN2 splice up: qHTS Assay for Enhancers of SMN2 Splice Variant Expression. 2.8% of 210,000 active. AID 1458, 2008. Potency, µM (doses to about 46.1 µM), inactives show at the top dose activity change, positive = activation, usual class: activators. HEK293 SMN2-luciferase splicing reporter, luminescence, 30-36 h; further: % of control where 0% means no effect; nearly all actives have a fitted effect of over 55% in size
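HEK293 cells carry an SMN2 minigene-luciferase reporter in which exon 7 inclusion puts luciferase in frame. Cells were seeded at 2000 cells/well, attached for 10-12 hours, then exposed to compounds for 30-36 hours at 37C before ONE-Glo luminescence.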
GoLoco inh red: qHTS Assay for Inhibitors of RGS12 GoLoco Motif Activity (Red Fluorophore); Gai1:RGS12 GoLoco peptide FP, rhodamine, 10 min; Potency, µM (highest dose often 61.6 µM), inactives show at the top dose activity, negative = inhibition, most hits filed as inhibitors; 0.44% of 230,000 active; active means well fitted inhibition curve with a large enough effect, not every such curve was filed as active; inactive means no such curve, though single readings can be large or run the other way; further: on the % scale 0 is the no-effect control and ±100 the full control effect; nearly all actives have a fitted effect of over 30% in size; many of its hits are not listed in these tables
TRb SRC2 PPI: qHTS for Inhibitors of the Interaction of Thyroid Hormone Receptor and Steroid Receptor Coregulator 2 | Thyroid hormone receptor beta (Homo sapiens), P10828 | TRbeta-SRC2 peptide binding, fluorescence polarization; receptor liganded with 1 µM T3 | Potency, µM (series often up to 106 µM), for the others: at the top dose activity change, negative = inhibition, most hits filed as inhibitors | 0.065% of 280,000 active | AID 1469, 2008;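 further: plate controls were bound peptide for no effect and peptide without receptor for full effect; nearly all actives have a fitted effect of over 50% in size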
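Read-out is fluorescence polarization (555 nm excitation, 632 nm emission) of a Texas Red SRC2 coactivator peptide; loss of signal reflects blocked binding to human TRb ligand-binding domain in the presence of 1 uM T3.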
TexasRed fluor: Total Fluorescence Counterscreen for Inhibitors of the Interaction of Thyroid Hormone Receptor and Steroid Receptor Coregulator 2 | Potency, µM (series often up to 106 µM), without a hit: top-dose fluorescence change, negative = quenching | 0.29% of 280,000 active | TRb/SRC2 Texas Red total fluorescence interference; active means well fitted curve in either direction with a large enough effect; inconclusive means small, poorly fitted or top-dose-only effect; further: on the % scale 0 is the no-effect control and ±100 the full control effect
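Human TRb ligand-binding domain at 0.6 uM with 20 nM Texas Red SRC2 peptide in Tris buffer containing 1 uM T3 and 5% DMSO, incubated with compound 5 h at ambient temperature. Total fluorescence (555/632 nm) calculated as parallel + 2 × perpendicular.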
ALDH1A1 inh: qHTS Assay for Inhibitors of Aldehyde Dehydrogenase 1 (ALDH1A1) | Aldehyde dehydrogenase 1A1 (Homo sapiens), P00352 | Purified ALDH1A1, NADH fluorescence, propionaldehyde substrate | Potency, µM (doses to about 75.3 µM), for the others: at the highest dose activity, negative = inhibition, hits mostly inhibitors | 7.3% of 220,000 active; active means well fitted inhibition curve with a large enough effect, not every such curve was filed as active; inconclusive means small, poorly fitted or top-dose-only effect, or another doubt; inactive means no such curve, though single readings can be large or run the other way;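 further: plate controls were no enzyme wells and a reference inhibitor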
LMNA splice mod: qHTS Assay for Modulators of Lamin A Splicing. HeLa LMNA splicing GFP/RFP minigene ratio, 48 h. Potency, µM (series often up to 46.1 µM), inactives show at the highest dose ratio change, negative = inhibition, hits mostly inhibitors. 0.01% of 200,000 active. AID 1487, 2009; active means well fitted inhibition curve with a large enough effect in the signal ratio, with a control signal flat, not every such curve was filed as active; inconclusive means small, poorly fitted or top-dose-only effect, or effect the other way, or a change in a side signal; the % refers to the signal ratio; further: on the % scale 0 is the no-effect control and ±100 the full control effect
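Read-out is the ratio of GFP to DsRed2 object intensity, acquired by 488 nm laser-scanning cytometry on HeLa lamin A-EGFP minigene reporter cells. Compound incubation 48 hrs at 37 °C in Opti-MEM with 2% FBS; DMSO 0.5% final.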
Active calls of the source: *; i = inactive; ? = inconclusive; / = no result given; [ ] = dose if it differs, or a comment. Unless noted, the call rests on the fitted dose curve; in most records, active means well fitted curve in the direction sought with a large enough effect; inconclusive means small, poorly fitted or top-dose-only effect, or another doubt; inactive means no such curve, though single readings can be large; an effect the other way counts as inactive or inconclusive. Potency means the concentration at half of the fitted maximal effect.

Every second line gives: KDM4E inh, RECQ1 helicase, SMN2 splice up, GoLoco inh red, TRb SRC2 PPI, TexasRed fluor, ALDH1A1 inh, LMNA splice mod
> Cc1ccc(S(=O)(=O)CCC(=O)NCc2ccco2)cc1
→ -1%, -11%, ?, 3%, -8%, -3%, ?, -3%
> Cc1ccc(CC2CC(=O)N(c3cc(C)on3)C2=O)cc1 (stereo not given)
→ 0%, -7%, 6%, 4%, -15%, 0%, 4%, -4%
> Cn1c(SCc2nn[nH]n2)nc2c1c(=O)n(Cc1ccccc1Cl)c(=O)n2C
→ ?, -27%, 18%, 6%, 9%, 3%, ?, 12%
> COC(=O)c1cc(NC(=O)C2CC2)cc(C(=O)OC)c1
→ 0%, -10%, 10%, -9%, -1%, 1%, -4%, -3%
> COCCCNC(=O)c1cc2c(=O)n3cc(C)ccc3nc2nc1NCC1CCCO1 (stereo not given)
→ ?, 0%, 16%, 6%, -3%, -4%, ?, -3%
> COCCOC(=O)c1c(C)oc2ccc(OCc3ccccc3)cc12
→ -8%, -5%, -7%, 1%, 1%, 0%, 4%, -4%
> O=C(/C=C/Nc1ccc(Br)cc1F)c1ccccc1
→ -11%, -7%, -43%[inhibitor], -5%, 0%, -2%, ?, ?
> CC1(C)Cc2c(sc3c2c2ncnn2c2nnc(SCC(=O)NCc4ccco4)n32)CO1
→ 3%, -11%, -6%, 0%, -3%, -1%, 1%, 1%
> CN1CCc2c(sc3c2C(=O)NC(c2ccccc2)N3)C1 (stereo not given)
→ ?, -8%, 13%, 25%, -14%, 16%, ?, -12%
> Cn1c(-c2sc3cc(C(F)(F)F)cnc3c2-c2ccccc2)n[nH]c1=S
→ -11%, -18%, 25%, -4%, -17%, 2%, ?, 23%
> c1cc(-c2nnc3sc(C4CCCCC4)nn23)ccn1
→ 4%, i, -11%, -4%, -3%, 1%, 3%, 3%
> COc1ccccc1NS(=O)(=O)c1cc(NC(=O)Cn2cnc3c2c(=O)n(C)c(=O)n3C)ccc1C
→ -5%, i, -15%, -13%, -12%, 2%, 0%, ?
> CCOc1cc(/C=N\NC(=O)OC(C)(C)C)ccc1OC(=O)c1ccco1
→ -6%, -3%, -18%, 25%, 7%, -1%, ?, 2%[9.22 µM]
> CSCc1cc(N2CCOCC2)nc(SCc2ccc(Cl)cc2Cl)n1
→ -7%, -2%, -26%, 28%, 6%, -3%, -1%, ?
> O=c1c2c3c(sc2ncn1/N=C/c1ccc([N+](=O)[O-])o1)CCCC3
→ 6%, -2%, /, 1%, -3%, 1%, 0.2µM*, 150%
> COc1ccc(NC(=O)COC(=O)CCNS(=O)(=O)c2ccc(Cl)cc2)cc1
→ -3%, -11%, /, 3%, -5%, -1%, /, /
> Cc1ccc2[nH]c3c(c2c1)CCN1C(=O)OC(C)(C)C31C (stereo not given)
→ -1%, i, -1%, 13%, 4%, -7%, -3%, /
> N#CC1=C(N)SC(N)=C(C#N)C1c1ccoc1
→ ?, -14%, -9%, 66%[activator], 6%, 0%, 20µM*, -16%
> CC(=O)N1CCN(S(=O)(=O)c2ccccc2)C1c1ccccc1 (stereo not given)
→ 10%, i, -28%, -4%, -5%, -3%, 9%, 7%
> COc1ccc(NC(=O)c2ccc(C#CC(C)(C)O)cc2)cc1
→ -6%, -1%, -26%, 6%, -22%, 1%, 9%, ?
> O=c1oc2ccc(Cl)cc2cc1-c1nnc(Nc2cccc(C(F)(F)F)c2)s1
→ 4%, i, 7%, 15%, 13%, 0%, 13%, 0%
> CC(C)c1ccc(CNc2c([N+](=O)[O-])c(=O)oc3ccccc23)cc1
→ 6%, -3%, -33%[inhibitor], 13%, 2%, -4%, 0%, /
> CCn1c(C)c(C(C)=O)c(N2CCN(C(c3ccccc3)c3ccccc3)CC2)nc1=S
→ 9%, i, -105%[inhibitor], 13%, 8%, 3%, 14µM*, /
> Cc1cccc(N2C(=O)c3cccc4c(N(C)CCO)ccc(c34)C2=O)c1
→ ?, -19%, -8%, 25µM*, -1%, -6%, ?, -22%
> N#Cc1cccc(NC(=O)N2CCCC3(CCN(C(=O)c4ccncc4)CC3)C2)c1
→ /, -8%, -5%, -3%, /, /, 9%, /
> COc1ccc(CCNC(=O)CS(=O)(=O)c2cn(CC(=O)N3CCCC3)c3ccccc23)cc1OC
→ -28%, -5%, -42%, -5%, 11%, 0%, ?, 25%[9.22 µM]
> CC(C)CNC(C)C(=O)Nc1ccc(S(N)(=O)=O)cc1 (stereo not given)
→ 2%, -13%, 1%, 4%, 6%, -5%, 7%, -2%[46 µM]
> COc1ccc(OC)c(NC(=O)CSc2nnc(-c3ccco3)n2-c2ccc(C(=O)O)cc2)c1
→ -4%, -5%, 30%, -29%, 2%, -1%, 25µM*, -7%
> COc1ccc(-c2csc(NC(=O)c3ccccc3S(C)(=O)=O)n2)cc1
→ -7%, i, -14%, 15%, 3%, -2%, 6%, ?
> C/C(=N\OCC(=O)NCC(F)(F)F)c1cc2ccccc2o1
→ -11%, 1%, ?, 5%, 5%, -2%, -16%, 11%
> O=C(O)CC1SC(N/N=C/c2ccc(Br)cc2)NC1=O (stereo not given)
→ 1%, i, -6%, 13%, 3%, -2%, 6%, ?
> CCCCOC(=O)C1C2C=CC3(CN(CCc4ccccc4)C(=O)C13)O2 (stereo not given)
→ -5%, -9%, 3%, -1%, 0%, -4%, 5%, 0%
> O=C(CSc1ccc2c(c1)OCCO2)NCCc1ccc(Cl)cc1Cl
→ 8%, -6%, /, /, -7%, -4%, -9%, ?
> Cn1c(C(=O)O)c(CC(=O)NCC2COc3ccccc3O2)c2ccccc21 (stereo not given)
→ -9%, -1%, -3%, 10%, -5%, 0%, -7%, -4%
> O=C(Nc1c(Cl)cccc1Cl)c1cc(=O)n(Cc2ccccc2)c(=O)[nH]1
→ 3%, 2%, 0%, 5%, 1%, -4%, 10%, -9%
> OCCCNCc1cccc2ccccc12
→ -5%, i, /, /, -25%, 0%, -8%, 1%
> O=C1c2[nH]nc(-c3ccccc3O)c2C(c2ccc(F)cc2)N1CC1CCCO1 (stereo not given)
→ 1%, -4%, 15%, 9%, -10%, -4%, 7%, -7%
> NC(=O)c1ccccc1NC(=O)/C=C/C(=O)O
→ ?, -7%, -27%, 2%, 0%, 0%, ?, -1%
> C=CCNC(=S)N1CCN(c2cccc(C(F)(F)F)c2)CC1
→ 2%, ?, -36%[inhibitor], 7%, -5%, 3%, 5%, ?
> COc1ccccc1-c1csc(Cc2nnc3n2CCCCC3)n1
→ 0%, -2%, -12%, 0%, 7%, 2%, 2%, -11%

Quoted at random: 2 entries already listed
Every second line gives: KDM4E inh, RECQ1 helicase, SMN2 splice up, GoLoco inh red, TRb SRC2 PPI, TexasRed fluor, ALDH1A1 inh, LMNA splice mod
> C=CCNC(=S)N1CCN(c2cccc(C(F)(F)F)c2)CC1
→ 2%, ?, -36%[inhibitor], 7%, -5%, 3%, 5%, ?
> Cn1c(SCc2nn[nH]n2)nc2c1c(=O)n(Cc1ccccc1Cl)c(=O)n2C
→ ?, -27%, 18%, 6%, 9%, 3%, ?, 12%

(next part)
Every second line gives: KDM4E inh, RECQ1 helicase, SMN2 splice up, GoLoco inh red, TRb SRC2 PPI, TexasRed fluor, ALDH1A1 inh, LMNA splice mod
> O=C(Cc1ccc(S(=O)(=O)N2CCCCC2)s1)Nc1cccc2ccccc12
→ 0%, -2%, -11%, -1%, -5%, -6%, -2%, -2%
> COc1ccc(CN(C(=O)c2cc(=O)c3cc(C)cc(C)c3o2)C2CCS(=O)(=O)C2)cc1 (stereo not given)
→ 2%, i, /, 5%, -3%, -3%, /, /
> O=C(CCn1c(=O)c2ccccc2n(CC(=O)NC2CCCC2)c1=O)NCCc1ccc(Cl)cc1
→ 1%, -2%, 24%, 3%, 0%, 0%, 5%, 9%
> O=C(c1ccc(C(=O)N2CCCc3ccccc32)s1)N1CCCc2ccccc21
→ -7%, -12%, -38%[inhibitor], 5%, -13%, 1%, ?, 1%[0.0737 µM]
> Cc1cccc(NS(=O)(=O)c2ccc3c(c2)OCCO3)c1
→ 4%, -11%, 14µM*, 10%, 6%, 2%, ?, ?
> Cc1cccc(-c2nc(CS(=O)CC(=O)NCC3CCCO3)c(C)o2)c1 (stereo not given)
→ -3%, -4%, 7%, 0%, 10%, 0%, -7%, -18%
> Cc1ccccc1-c1ccc(C(=O)NCc2ccccc2)o1
→ ?, -16%, 16%, 3%, -1%, 1%, ?, 6%
> CN(Cc1ccncc1)C1CC(=O)N(c2ccc(Cl)cc2)C1=O (stereo not given)
→ 2%, -7%, 5%, -1%, -4%, -4%, -10%, -3%
> OCCOCCNc1ncnc2nc[nH]c12
→ -2%, 6%, 2%, 5%, -1%, -6%, 0%, -7%
> CC(=O)c1cccc(NC(=O)CCS(=O)(=O)c2cccc3nonc23)c1
→ -4%, i, 7%, 5%, 5%, -1%, ?, -9%
> O=C(O)c1cc(Sc2ccc(Br)cc2)nc2ccccc12
→ -4%, 3%, -5%, -2%, 0%, 1%, 6%, ?
> C(=N\n1cnnc1)/c1ccc2c(c1)OCCO2
→ ?, i, 13%, 5%, 5%, -6%, ?, 1%
> O=C1CC(/C=C/c2ccccc2)(C(=O)NC2CCCC2)N1c1ccc(S(=O)(=O)N2CCCC2)cc1 (stereo not given)
→ -5%, 1%, ?, 5%, -3%, -3%, ?, -9%
> O=C1c2ccccc2S(=O)(=O)N1Cc1cc(=O)n2ccsc2n1
→ -2%, -4%, -4%, -9%, 11%, -1%, -8%, -3%
> CC(C)CC1=NN(C(=O)c2ccco2)C(O)(C(F)(F)F)C1 (stereo not given)
→ 7%, -12%, /, -10%, -3%, -1%, -10%, 5%[46 µM]

The list is partial; rates above refer to the full screens.
